Cav3 T inh – Cav3.2 calcium influx blockers – cell-based, Fluo-4 calcium fluorescence, FDSS, MLSMR library, primary screen | Voltage-dependent T-type calcium channel subunit alpha-1H (Homo sapiens), O95180 | Cav3.2-expressing cells; stronger effect = lower value | B-score at 10 µM | hit rate 4% among 100,000 | AID 449739, 2010;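 active means single-dose well whose peak fluorescence ratio is a statistical outlier from its plate by either plate-standardised score or position-corrected B-score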
An asterisk follows results filed as active. The list is partial, so the mix of outcomes need not match the whole.

Cav3 T inh,Compound
-0.0068,NC(=O)[C@@H]1CCNc2c(I)cc([N+](=O)[O-])cc2C(=O)N[C@@H](CCC(=O)O)C(=O)N[C@@H](CO)C(=O)N1
0.413,Cc1ccccc1-n1c(C)cc(/C=N/NC(=O)c2ccc(CN3CCOCC3)cc2)c1C
-1.17,CCOc1ccc(OCc2ccc(C(=O)N3N=C(C(F)F)CC3(O)C(F)F)o2)cc1 (stereo not given)
-0.925,COc1ccc(CC(=O)Nc2ccc3c(c2)CCC3)cc1S(=O)(=O)N1CCOCC1
-0.0113,O=C(OCc1cccc2ccccc12)c1ccc2c(=O)[nH]c(CN3CCOCC3)nc2c1
1.02,CCCCN1C(N)=NC[C@@H]1c1ccccc1
-0.0405,Nc1nonc1C(=O)OCC(=O)N1CCCCC1
0.665,COc1ccccc1Nc1ncccc1C(=O)NCc1ccccc1
-1.69,Cc1cc(C)n(-c2nncn2NC(=O)c2ccc(Cl)cc2O)n1
-0.635,Cc1ccc(Nc2c3c(nc4ncnn24)CC(C)CC3)cc1 (stereo not given)
0.719,CC(C)CC1(C(=O)NCc2ccccn2)C=CCN1C(=O)c1ccccc1 (stereo not given)
-0.0515,CS(=O)(=O)N1CCC(C(=O)NCCN2CCN(Cc3ccccc3)CC2)CC1
-0.0281,COc1ccccc1-c1nn2c(=O)cc(C)nc2s1
-0.328,CCOC(=O)CNC(=O)Nc1nnc(-c2ccc(OCC)cc2)o1
0.979,CC1(C)CC(=O)c2cnc(NC(=O)c3ccco3)nc2C1
-1.3,COC(=O)C(C(=O)OC)c1ccccc1[N+](=O)[O-]
-0.0498,CCC(=O)Nc1ccc(-c2cc(-c3ccccc3)nc(-c3ccc(NC(=O)CC)cc3)n2)cc1
2.88,COc1cccc(C(=O)NC(=S)Nc2ccc(Cl)c(C(=O)O)c2)c1
-0.581,C/C(=N\Nc1nc(C)cc(-c2ccccc2)n1)c1ccc(C)o1
0.223,CCCCC(=O)Nc1cccc(-c2nc3ncccc3o2)c1
-0.292,Clc1ccc(Br)cc1-c1nc(-c2ccncc2)no1
-3.67,CCC1(C)Cc2ccccc2/C(=C/C(=O)N2CCCCC2)N1 (stereo not given)
2.07,CC1(C)Cc2c(sc3c2C(=O)N(c2ccccc2)C2=NCCN23)CS1
-0.79,Cc1cc(NC(=O)CCC(=O)N(C2CC2)C2(C(=O)NC3CCCC3)CCC(C)CC2)no1 (stereo not given)
-1.57,CCOC(=O)N1CCN(C(=O)c2ccc3c(=O)n(CCC4=CCCCC4)c(=O)[nH]c3c2)CC1

3 compounds already listed, ordered by their value in Cav3 T inh, largest number first.
Cav3 T inh,Compound
-0.0113,O=C(OCc1cccc2ccccc12)c1ccc2c(=O)[nH]c(CN3CCOCC3)nc2c1
-0.292,Clc1ccc(Br)cc1-c1nc(-c2ccncc2)no1
-1.3,COC(=O)C(C(=O)OC)c1ccccc1[N+](=O)[O-]

Continuation:
Cav3 T inh,Compound
0.807,Cc1ccc(CS(=O)(=O)CCC(=O)NCC2CCCO2)cc1 (stereo not given)
0.369,CCOCc1nnc(NC(=O)CSc2ccccc2)s1
0.898,CCOC(=O)CNC(=O)CSc1nc(C)cc(C)c1C#N
-2.67,CN(C)C(=O)c1ccc(COc2ccccc2Br)o1
0.443,O=c1cc(-c2ccccc2)nc2nc(-c3ccco3)[nH]n12
-0.917,O=C(c1ccccc1)N1CCCCC(Sc2nnnn2-c2ccccc2)C1=O (stereo not given)
0.268,CSc1ccccc1NC(=O)CN(C)S(=O)(=O)c1ccc(F)cc1
0.979,Fc1ccc(OCCCCCCN2CCCC2)cc1
-0.229,CCCN(C#N)c1nc(NCC)nc(NC(C)C)n1
-0.0174,CCOC(=O)C1=C(C)NC2=C(C(=O)CCC2)C1c1ccc(N(C)C)cc1 (stereo not given)
-0.281,COc1ccccc1N1CCN(S(=O)(=O)c2cccc(F)c2)CC1
0.57,CC(C)(C)c1ccc(OCC(=O)N2CCN(C=O)CC2)cc1
0.0677,Cc1cccc(NC(=O)c2ccccc2C(=O)O)c1
-4.42*,CCCN(CC(=O)c1cc(C)n(C)c1C)S(=O)(=O)c1cccc(C(F)(F)F)c1
1.57,CC(C)N(C(=O)CSc1nc2c([nH]1)c(=O)n(C)c(=O)n2C)c1ccccc1
-1.1,COc1ccc(NC(=O)c2oc3ccccc3c2NC(=O)c2ccc3c(c2)OCO3)cc1
1.91,CCn1c(CSc2nc(C)cc(C)n2)nnc1SCC(=O)N1CCCc2ccccc21
1.25,COc1ccc(NC(=O)CCNC(=O)Cn2ccc3ccccc3c2=O)c(OC)c1
0.476,CCn1c(SCC(=O)c2ccc(OC)cc2)nnc1C1CC1
0.937,CCOC(=O)c1sc(C)c2c(=O)n(CCCN3CCOCC3)cnc12
0.406,O=S(=O)(NCC1CCCO1)c1ccc(S(=O)(=O)N(Cc2ccccc2F)C2CCCCC2)cc1 (stereo not given)
-0.0798,CCn1cc(C(=O)N2CC=C(c3ccccc3)CC2)c(=O)c2ccc(C)nc21
-3.19,c1ccc(-c2cc(CSc3nc4ccccc4[nH]3)on2)cc1
0.241,Nc1nc2n(n1)C(c1cccs1)CC(c1ccc(Br)cc1)N2 (stereo not given)
-0.283,CCC(C)c1ccc(NC(=O)COC(=O)C2=COCCO2)cc1 (stereo not given)

(cont.)
Cav3 T inh,Compound
-5.71*,CCn1nc(C(=O)Nc2cccc3ccccc23)c(Cl)c1Cl
-0.00568,O=C(CSc1ncn[nH]1)NCCc1ccccc1
0.807,CNC(=O)c1sc(-c2ccc(Cl)cc2)nc1C
-0.336,O=C1c2ccccc2S(=O)(=O)N1Cc1cc(=O)n2ccsc2n1
0.552,COc1ccc(Br)cc1-c1noc(-c2ccccc2F)n1
1.58,COc1ccc(CN(CC(=O)NCC2CCCO2)C(=O)CCC(=O)Nc2cc(C)on2)cc1 (stereo not given)
0.267,CC(C)c1nc2sc3c(NCc4ccccc4)ncnc3c2c2c1COC(C)(C)C2
-0.129,Cc1ccccc1-c1ccc(C(=O)NCc2ccccc2)o1
0.119,Cc1cccc(-c2nc(CS(=O)CC(=O)NCC3CCCO3)c(C)o2)c1 (stereo not given)
-0.732,Cc1cccc(NS(=O)(=O)c2ccc3c(c2)OCCO3)c1
-0.0945,C(=N\n1cnnc1)/c1ccc2c(c1)OCCO2
0.705,CN(Cc1ccncc1)C1CC(=O)N(c2ccc(Cl)cc2)C1=O (stereo not given)
0.105,CC(=O)c1cccc(NC(=O)CCS(=O)(=O)c2cccc3nonc23)c1
0.0222,NC(=O)c1ccccc1NC(=O)/C=C/C(=O)O
-3.28,O=C1c2[nH]nc(-c3ccccc3O)c2C(c2ccc(F)cc2)N1CC1CCCO1 (stereo not given)
-0.0305,COc1ccccc1-c1csc(Cc2nnc3n2CCCCC3)n1
-0.944,O=C(Nc1c(Cl)cccc1Cl)c1cc(=O)n(Cc2ccccc2)c(=O)[nH]1
0.0513,OCCCNCc1cccc2ccccc12
0.512,O=C(CCn1c(=O)c2ccccc2n(CC(=O)NC2CCCC2)c1=O)NCCc1ccc(Cl)cc1
-7.82*,O=C(c1ccc(C(=O)N2CCCc3ccccc32)s1)N1CCCc2ccccc21
-0.0865,O=C(CN(C(=O)CNS(=O)(=O)c1ccccc1)C1CCCC1)NCC1CCCO1 (stereo not given)
-0.428,CCOc1ccc(C(=O)NCC(=O)OCC(=O)Nc2ccccc2OCC)cc1
0.483,c1csc(CNc2nc3ccccc3n2CCN2CCOCC2)c1
0.0197,COc1ccc(-c2n[nH]c(=S)n2CC(C)C)cc1
-2.73,CSCCOC(=O)c1[nH]c2c(c1C)C(=O)CC(c1ccco1)C2 (stereo not given)

Looked up above.
For Cav3 T inh, O=C(CCn1c(=O)c2ccccc2n(CC(=O)NC2CCCC2)c1=O)NCCc1ccc(Cl)cc1 has the entry 0.512
For Cav3 T inh, Cc1cccc(NS(=O)(=O)c2ccc3c(c2)OCCO3)c1 has the entry -0.732
For Cav3 T inh, COc1ccc(Br)cc1-c1noc(-c2ccccc2F)n1 has the entry 0.552
For Cav3 T inh, NC(=O)c1ccccc1NC(=O)/C=C/C(=O)O has the entry 0.0222
For Cav3 T inh, Cc1cccc(-c2nc(CS(=O)CC(=O)NCC3CCCO3)c(C)o2)c1 (stereo not given) has the entry 0.119
For Cav3 T inh, C(=N\n1cnnc1)/c1ccc2c(c1)OCCO2 has the entry -0.0945
For Cav3 T inh, CN(Cc1ccncc1)C1CC(=O)N(c2ccc(Cl)cc2)C1=O (stereo not given) has the entry 0.705

Reformatted as labelled records: entries from further up
> O=C(Nc1c(Cl)cccc1Cl)c1cc(=O)n(Cc2ccccc2)c(=O)[nH]1
  Cav3 T inh: -0.944

> Cc1cccc(-c2nc(CS(=O)CC(=O)NCC3CCCO3)c(C)o2)c1 (stereo not given)
  Cav3 T inh: 0.119

> CSCCOC(=O)c1[nH]c2c(c1C)C(=O)CC(c1ccco1)C2 (stereo not given)
  Cav3 T inh: -2.73

> O=C(CSc1ncn[nH]1)NCCc1ccccc1
  Cav3 T inh: -0.00568

Carrying on.
Cav3 T inh,Compound
0.898,COc1ccc(N(CC(=O)N2CCc3ccccc3C2)S(=O)(=O)c2c(C)[nH]c(=O)[nH]c2=O)cc1
0.0314,Cc1cc(C)c(OCC(=O)Nc2ccc3c(c2)OCO3)cc1C
1.52,Cc1noc(C)c1S(=O)(=O)N1CCCC(C(=O)NCc2ccccn2)C1 (stereo not given)
-1.17,C=CCNC(=O)C1CCN(c2nc(C)cc(-c3ccccc3)n2)CC1
0.58,O=C(CSc1nnc(CNC(=O)c2c(F)cccc2Cl)o1)Nc1ccccc1
-2.7,CC1CCCN(Cc2nc3c(c(=O)n(C)c(=O)n3C)n2CCCc2ccccc2)C1 (stereo not given)
1.32,COc1nc(OC)nc(N2CCC(C(=O)Nc3cccc4ccccc34)CC2)n1
-0.175,CN(C)CCCOC(=O)c1ccc(Br)cc1
-1.02,COc1cccc(NC(=O)c2ccc3snnc3c2)c1
0.0856,N#Cc1c(SCC(N)=O)nsc1SCc1ccc(Cl)cc1
-0.113,Cc1sc2nc(SC(C)C)nc(N)c2c1C
1.75,COC(=O)c1ccccc1N1C(=O)[C@@H]2C(c3ccc(F)cc3)=NO[C@@H]2C1=O
0.213,COc1ccc(S(=O)(=O)N2Cc3ccccc3CC2C(=O)N2CCOCC2)cc1 (stereo not given)
-0.0705,CC(=O)Nc1ccc(NC(=O)CSc2ccc(C)cc2)cc1
-0.0615,O=C(Nc1ccccc1Cl)c1cnccn1
-0.509,CCOc1ccc(N(Cc2cc3ccc(C)cc3[nH]c2=O)C(=O)COC)cc1
1.75,Cc1sc2nc3c4ccccc4c(NCc4ccco4)nn3c(=O)c2c1C
-0.072,CCOC(=O)N1CCC(Nc2c(NCCCN3CCN(CC)CC3)c(=O)c2=O)CC1
0.471,CCCCOC(=O)C1C2C=CC3(CN(CCc4ccccc4)C(=O)C13)O2 (stereo not given)
-3.16,COc1ccc(OC)c(NC(=O)CSc2nnc(-c3ccco3)n2-c2ccc(C(=O)O)cc2)c1
-0.145,Cn1c(C(=O)O)c(CC(=O)NCC2COc3ccccc3O2)c2ccccc21 (stereo not given)
0.51,CC(=O)N1CCN(S(=O)(=O)c2ccccc2)C1c1ccccc1 (stereo not given)
-0.852,N#CC1=C(N)SC(N)=C(C#N)C1c1ccoc1
0.748,S=C1NCCC12C(=S)Nc1ccccc12 (stereo not given)
2.6,CC1(C)Cc2c(sc3c2c2ncnn2c2nnc(SCC(=O)NCc4ccco4)n32)CO1

Next records:
Cav3 T inh,Compound
0.0847,O=c1c2c3c(sc2ncn1/N=C/c1ccc([N+](=O)[O-])o1)CCCC3
0.359,c1cc(-c2nnc3sc(C4CCCCC4)nn23)ccn1
0.162,Cn1c(-c2sc3cc(C(F)(F)F)cnc3c2-c2ccccc2)n[nH]c1=S
-0.313,Cc1ccc(S(=O)(=O)CCC(=O)NCc2ccco2)cc1
0.316,COC(=O)c1cc(NC(=O)C2CC2)cc(C(=O)OC)c1
-0.352,CCN(CC)S(=O)(=O)c1csc(C(=O)OCC(=O)c2ccccc2)c1
-0.595,O=C(Cn1cc2c(n1)CCCCC2)Nc1ccc(F)cc1F
-0.41,CS(=O)(=O)NC1c2cccc3cccc(c23)C1Sc1nncn1/N=C/c1ccco1 (stereo not given)
0.756,Cc1ccc(NC(=O)CS(=O)CC(=O)NC2CCN(Cc3ccccc3)CC2)c(C)c1 (stereo not given)
0.749,Cc1nn(Cc2c(Cl)cccc2Cl)c(C)c1NC(=O)c1cnn2c(C(F)F)cc(-c3ccccc3)nc12
-1.41,O=C1c2ccccc2C(=O)N1CCc1csc(-c2ccccc2)n1
-11.5*,N=c1oc2c3c4c(cc2cc1C(=O)Nc1ccccc1)CCCN4CCC3
1.11,CC1(C)Cc2c(c(-c3ccccc3Cl)[nH]c(=O)c2C#N)CO1
0.873,Cc1cccc2cc(C(c3nnnn3Cc3ccccc3)N3CCCc4ccccc43)c(=O)[nH]c12 (stereo not given)
0.0695,Cc1occc1C(=O)Nc1cc(C(C)(C)C)on1
0.854,O=C(CCS(=O)(=O)c1cccc2nsnc12)NC1CCCCC1
-1.58,CCCOc1ccc(-c2nnn(CC(=O)OCC)n2)cc1
-0.446,COc1nc(-c2ccccc2)cc(C(F)(F)F)n1
-0.383,COc1ccc(-n2c(C)cc(C(=O)NC3CCCCC3)c2C)cc1
-2.33,O=C(Nc1ccc(S(=O)(=O)N2CCc3ccccc32)cc1)c1ccc2c(c1)OCO2
-0.212,c1ccc2nc(-c3ccc4c(c3)OCO4)ccc2c1
-0.402,CCOC(=O)c1[nH]c(C)c(C(=O)NC2CCCC2)c1C
-2.84,Cn1c(-c2ccc3c(c2)OCO3)cnc1NCc1ccc(Cl)cc1
-0.338,CCCC(=O)Nc1ccc(S(=O)(=O)Nc2cc(C)nc(C)n2)cc1
0.155,COc1ccc(CCNc2cc(=O)[nH]c(N)n2)cc1

Further records follow:
Cav3 T inh,Compound
-2.51,CC(C)c1cc(C(F)(F)F)n2nc(C(=O)Nc3ccc4c(c3)OCO4)cc2n1
-2.49,O=C(c1ccc2c(Cl)c3c(nc2c1)CCCC3)N1CCN(c2ccc(F)cc2)CC1
0.0743,C=CCNC(=O)c1ccccc1NC(=O)Nc1ccccc1
0.502,COc1ccc(Br)cc1-c1noc(-c2ccccc2)n1
-0.000842,CCN(CC)C(=O)c1ccc(C)c(Br)c1
0.781,Nn1c(SCc2nc3ccccc3[nH]2)nnc1-c1ccccc1
-1.78,CCCCOC(=O)Nc1cc(Cl)ccc1C
